Screens: PubChem BioAssay, Southern Research Specialized Biocontainment Screening Center
Salmonella PhoP GFP = PhoP regulon inhibitors, Salmonella typhi PhoP promoter GFP reporter, confirmatory (AID 1850) | Salmonella Typhi PhoP-promoter GFP reporter, fluorescence, 4 h; higher % means a stronger effect | inhibition, % at 50 µM; hits with a dose series show IC50 in µM | 310,000 compounds, 0.33% hits; in the data active means a potency from the dose series; inconclusive means inhibition mostly from about 25% at the one dose, without a potency; inactive means the rest, 99 in 100 with inhibition below about 19%;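 further: 0% = induced wells with vehicle and 100% = uninduced wells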
M. tuberculosis = growth inhibition of non-replicating M. tuberculosis (AID 488890). inhibition, % at 25 µM; hits with a dose series show IC50 in µM. 320,000 compounds, 0.39% hits. Mycobacterium tuberculosis non-replicating, growth inhibition; higher % means a stronger effect; in the data active means a potency from the dose series; inconclusive means inhibition mostly from about 82% at the one dose, without a potency; inactive means the rest, 99 in 100 with inhibition below about 76%;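 further: plate controls were DMSO cells for no effect and high antibiotic wells for full effect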
inhibitors of VEEV = inhibitors of VEEV TC-83 cytopathic effect, confirmation, Vero cells (AID 588727); Vero cells, VEEV TC-83 cytopathic effect inhibition; higher % means a stronger effect; inhibition, % at 20 µM, or IC50 in µM where a hit was titrated; 350,000 compounds, 0.13% hits; in the data active means a potency from the dose series; inconclusive means inhibition mostly from about 14% at the one dose, without a potency; inactive means the rest, 99 in 100 with inhibition below about 12%; further: strong numbers were not always called active
influenza NS1A = H1N1 influenza NS1A inhibitors, functional cell based assay (AID 504329); NS1A functional cell-based assay, percent inhibition; higher % means a stronger effect; one-dose inhibition, % at 12.5 µM; IC50 in µM for titrated hits; 340,000 compounds, 0.3% hits; in the data active means a potency from the dose series; inconclusive means inhibition above about 27% without an active follow-up result; further: strong numbers were not always called active
H37Rv inhibition = M. tuberculosis growth inhibition, HTS (AID 449762); 330,000 compounds, 0.59% hits; inhibition, % at 25 µM, or IC50 in µM where a hit was titrated; M. tuberculosis H37Rv growth inhibition, 7H9 media; higher % means a stronger effect; in the data active means a potency from the dose series; inconclusive means inhibition above about 70% without an active follow-up result;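 further: bacterial growth assessed after seven days of incubation; strong numbers were not always called active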
inhibitors of VEEV 10K pilot screen = recorded beside inhibitors of VEEV, whose call it bears; inhibition, %; measured here: 10K pilot screen inhibition
* marks the source's active call; other numbers are inactive results; i = inactive; ? = inconclusive; · = not tested or not shown; & = joins results of further samples.

SMILES	Salmonella PhoP GFP	M. tuberculosis	inhibitors of VEEV	influenza NS1A	H37Rv inhibition	others
CS(=O)(=O)c1ccccc1-c1nnc(NC(=O)COc2ccc(Cl)cc2)o1	-1%	22%	1.9%	-6%	2%
CN1C(=O)c2ccc(C(=O)Nc3ccc(Br)cn3)cc2C1=O	-7%	-15%	1.2%	1%	4%
Cc1nn(C)c(Oc2cccc(C(F)(F)F)c2)c1C=O	13%	-10%	3.0%	-16%	-2%
O=C(O)CN1C(=O)c2ccc(Oc3cccc4c3C(=O)N(CC(=O)O)C4=O)cc2C1=O	-5%	-12%	1.3%	-5%	-5%
Cn1c(=O)cc(Nc2ccccc2)c2c(=O)n(-c3ccccc3)c(=O)n(-c3ccccc3)c21	9%	12%	6.1%	2%	8%
CS(=O)(=O)N1CCC(C(=O)Nc2ccccc2Br)CC1	2%	-4%	1.3%	-3%	5%
CC(=O)/C(=N\Nc1cccc(Cl)c1)Sc1nnc(-c2ccccc2)n1-c1ccccc1	-10%	-8%	0.6%	1%	-9%
O=C(C(Cc1ccccc1)N1C(=O)c2ccccc2C1=O)N1c2ccccc2CCc2ccccc21 (stereo unspecified)	-4%	68%	i	13%	3%
NNC(=O)c1cc(S(=O)(=O)N2CCOCC2)c[nH]1	·	-5%	3.6%	-1%	-9%
O=C(Nc1cc(Cl)ccc1O)c1cc2n(n1)C(C(F)(F)F)CC(c1ccc3c(c1)OCO3)N2 (stereo unspecified)	-6%&-4%	2%	1.3%	7%	-1%
Cc1ccc(C(=O)c2cc3c(cc2N)OCCO3)cc1	0%	12%	1.4%	6%	-1%
CN1CCN(S(=O)(=O)c2ccc3c(c2)NC(=O)CS3)CC1	-4%	-4%	1.2%	-132%	3%
COc1cc(/C=N/NC(=O)CNC(=O)c2ccccc2)ccc1OC(=O)c1cccs1	-8%	39%	2.9%	-10%	9%
COc1ccc(CCNC(=O)c2cc(-c3ccccn3)nc3c(Cl)cccc23)cc1OC	5%	-4%	0.1%	3%	0%
CCCCCOc1ccc(C)cc1CN(CCCl)CCCl	30µM*	55%	2.6%	·	6%
CC[C@]12c3[nH]c4cc(-c5ccco5)ccc4c3CCN1C(=O)[C@@H](CC(=O)NC(C)(C)C)C[C@@H]2C(=O)N1CCN(C(=O)C2CC2)CC1	·	·	i	-9%	·
Cc1ccc(-n2ncc3c(=O)n(CC(=O)Nc4cccc(Cl)c4)cnc32)cc1C	2%	-18%	6.0%	7%	-1%
CCOc1ccccc1/C=N/NC(=O)c1nnn(-c2nonc2N)c1CN1CCCCCC1	-1%	-10%	0.9%	0%	-8%
COc1cc(OC)c2c(-c3ccccc3)cc(=O)oc2c1C(CC(=O)N1CCOCC1)c1ccc(N(C)C)cc1 (stereo unspecified)	-16%	7%	0.3%	16%	0%
Cc1ccc(-n2nc3c(=S)[nH]nc(C)c3c2C)cc1	3%	2%	1.5%	2%	-1%
Cc1cccc(CCNC(=O)CC2C(=O)NCCN2Cc2ccc(F)c(F)c2)n1 (stereo unspecified)	6%	-12%	4.3%	4%	4%
CCOc1ccc(CNC(=O)CCS(=O)(=O)Cc2cccc(Cl)c2)cc1OC	6%	-2%	i	6%	5%
CNC(=S)N1CCn2cccc2C1c1ccc(F)cc1 (stereo unspecified)	1%	2%	11%	-1%	0%
Cc1nc(SC(C)C(=O)NC2CCCCC2C)c2c(C)c(C)sc2n1 (stereo unspecified)	-9%	-12%	2.6%	-7%	2%
COc1ccc(Cl)cc1NC(=O)CN1CCN(S(=O)(=O)c2ccc(F)cc2)CC1	5%	0%	i	14%	-2%
CCN(CC)CCCNC(=S)N(CCO)Cc1cc2cc3c(cc2[nH]c1=O)OCCO3	-4%	16%	1.4%	4%	6%
Cc1ccc(S(=O)(=O)Nc2ccc3c(c2)C(=O)NC3=O)cc1[N+](=O)[O-]	-10%	-5%	2.7%	-14%	-2%
CCCCC(=O)Nc1nnc(SCC(=O)N2CCN(c3ccccc3OC)CC2)s1	-4%	-2%	1.6%	-3%	-5%
O=C(COC(=O)c1c2c(nc3ccccc13)/C(=C\c1ccco1)CC2)NC1CCCC1	·	·	9.0%	3%	·
COc1ccccc1/C=C1\SC(=S)N(CC(=O)Nc2nnc(C)s2)C1=O	-28%	17%	·	·	-1%
Cc1ccc(S(=O)(=O)/N=C(/NC(=S)Nc2c(C)n(C)n(-c3ccccc3)c2=O)c2ccccc2)cc1	0%	1%	1.0%	6%	-6%
Cc1cc(C)nc(NNS(=O)(=O)c2ccc(F)c(Cl)c2)n1	7%	-10%	4.4%	-6%	-3%
COc1ccc(OC)c(CC(=O)N2CCc3cc(OC)c(OC)cc3C2)c1	5%	4%	1.1%	-7%	-6%
COc1cc(NC(=O)c2cc(Br)cc(C)c2OC)ccc1NC(=O)C(C)C	-6%	-5%	3.5%	-2%	0%
CCCOc1ccccc1N/C(N)=N/c1nc(C)cc(C)n1	9%	12%	i	-2%	1%
Cc1ccnc2nc(C(=O)NCc3ccccc3)nn12	4%	-7%	0.7%	-3%	2%
CCNC(=O)NCCNC(=O)c1cc(OCC(F)(F)F)ccc1OCC(F)(F)F	2%	-7%	0.3%	-14%	3%
COc1ccccc1N1C(=O)C2C3C=CC(C3)C2C1=O (stereo unspecified)	1%	-6%	2.4%	2%	-13%
Nc1cccc2c1C(=O)N(CCOc1ccc(F)cc1)C2=O	3%	1%	i	-14%	4%
CN(C)S(=O)(=O)N(CCN1CCOCC1)Cc1ccccc1F	-1%	15%	0.4%	-1%	0%
Cc1ccc(F)cc1NC(=O)c1ccc(NS(=O)(=O)c2ccc(Br)s2)cc1	-25%	28%	1.3%	5%	1%
O=C(NCCCN1CCCC1)C1CCN(C(=O)c2cc3sccc3n2Cc2ccc(F)cc2)CC1	10%	49%	0.2%	7%	6%
CN(C)CCCNS(=O)(=O)c1cc(Cl)ccc1Cl	-2%	8%	2.2%	-6%	-7%
COc1ccc(C2C(C(C)=O)=C(O)C(=O)N2CCO)c(OC)c1 (stereo unspecified)	6%	-10%	0.6%	-5%	-15%
Cc1ccc(N/N=C2\CCS(=O)(=O)c3sccc32)cc1	-12%	28%	1.9%	9%	70%
COc1cc(CNC2CCCCCC2)cc(OC)c1OC	1%	-5%	1.6%	3%	2%
CCN1CCCC1CNC(=O)c1cc(NC(C)=O)c(N(C)C)cc1OC (stereo unspecified)	-4%	-12%	5.9%	-2%	5%
Cc1ccc(C)c(NC(=O)C2CCCN2C(=O)OC(C)(C)C)c1 (stereo unspecified)	3%	-5%	i	-4%	-4%
Fc1ccc(N2CCN(c3ncnc4c3nnn4Cc3ccccc3Cl)CC2)cc1	9%	-5%	5.7%	3%	3%
O=C(NC1CCc2ccccc21)C1CCN(S(=O)(=O)c2ccc(Cl)cc2)CC1 (stereo unspecified)	-1%	-5%	0.6%	-9%	-12%
CC(=O)/C(C#N)=C1\NC(=O)C(Cc2cc(Cl)ccc2Cl)S1 (stereo unspecified)	-3%	44%	3.0%	-21%	-1%
OC(COc1ccccc1)CN(Cc1ccccc1)CC(O)COc1ccccc1 (stereo unspecified)	-1%	16%	2.3%	-4%	69%
COc1ccc(Oc2coc3cc(OC(=O)c4cncc(Br)c4)ccc3c2=O)cc1	0%	46%	i	23%	2%
CCO[C@@H]1OC(C(=O)NCc2ccccc2)=C[C@H](C2CCCCC2)[C@H]1CCCO	-3%	-4%	2.6%	13%	-5%
CCOc1ccc2[nH]c(=O)c(C(c3nnnn3Cc3ccco3)N3CCN(C)CC3)cc2c1 (stereo unspecified)	-8%	-8%	i	-9%	-3%
Cc1occc1-c1nnc(SCC(=O)NCc2ccc3c(c2)OCO3)n1CC(C)C	-13%	-1%	1.3%	1%	4%
COc1cc(/C=N/Nc2nn3cnnc3c3ccccc23)cc(OC)c1OC	-4%	-12%	1.7%	-21%	10%
CCc1ccc(-c2ccc(C(=O)O)cc2)nc1	0%	2%	1.9%	1%	-2%
Cc1nc2cc(Cl)c(Cl)cc2n1CCCO	4%	49%	1.6%	·	-4%
Cc1ccc(-c2ccc(/C=N/N=C3/NC(=O)C(CC(=O)O)S3)o2)c([N+](=O)[O-])c1 (stereo unspecified)	-8%	8%	1.4%	1%	-3%

Following part:
SMILES	Salmonella PhoP GFP	M. tuberculosis	inhibitors of VEEV	influenza NS1A	H37Rv inhibition	others
CCC(C)(C)C1CCC2(CC1)NC(=O)N(CC(=O)N1CCN(S(=O)(=O)c3cc(C)ccc3C)CC1)C2=O (stereo unspecified)	-10%	14%	1.1%	-8%	48%
COc1cc(O)c(C(CC(=O)N2CCOCC2)c2ccc(N(C)C)cc2)c(OC)c1 (stereo unspecified)	4%	-2%	i	-16%	-8%
Cc1ccc2nc(SCC(=O)N3CCCCC3)nc(=O)n2c1	4%	5%	0.6%	-2%	2%
N#CCCn1cc(CNC2CCC(O)CC2)c2ccccc21 (stereo unspecified)	-7%	-23%	0.6%	8%	-1%
CC1CCCC(C)N1C(=O)COC(=O)c1ccc([N+](=O)[O-])o1 (stereo unspecified)	·	?	2.3%	-16%	?
C=CCn1c(O)c2ccc(C(=O)N=NC(=O)c3ccc(F)cc3)cc2c1O	-9%	-4%	2.1%	-9%	-2%
Cc1cccc(NC(=O)c2ccc3nsnc3c2)c1C	-1%	16%	0.5%	3%	5%
CCOc1ccccc1-n1c(N)c(C(N)=O)sc1=S	4%	4%	0.7%	-7%	-6%
O=C(Cc1ccc(Cl)cc1)NCc1ccccc1Cl	8%	3%	i	-17%	-2%
O=[N+]([O-])c1cccc(-c2n[nH]c(=S)n2-c2ccccc2)c1	7%	-17%	·	·	2%
Cc1nnc(NC(=O)c2ccncc2)s1	-10%	-2%	1.9%	-4%	2%
CC=C(C)C1(CCC)C(=O)NC(=S)NC1=O	·	·	1.6%	-23%	·
CN1CCN(c2ccc(Nc3ccnc4cc(Cl)ccc34)cc2)CC1	9%	48%	28%	8%	13%
CCCn1c(=O)c(C(=O)NCc2ccccn2)c(O)c2ccccc21	-4%	49%	7.8%	-3%	-5%
O=C1c2c(Br)c(Br)c(Br)c(Br)c2C(=O)N1c1ccccn1	-3%	?	i	1%	4%
O=C(CN1CCN(c2ccc(O)cc2)CC1)NC(=O)NCc1ccco1	2%	20%	i	8%	-5%
CC(=O)N1CCN(c2ccc(NC(=S)NC(=O)/C=C/c3ccccc3)cc2)CC1	-1%	-2%	·	·	1%
COc1ccc(C(=O)O/N=C(\N)c2ccccn2)cc1	8%	-9%	0.2%	-3%	-1%
Cc1ccc(C(=O)CSc2nc3cc(S(=O)(=O)N4CCOCC4)ccc3o2)cc1	-22%	61%	0.1%	5%	1%
COC(=O)C1=CN(Cc2ccc(OC)cc2)C=C(C(=O)OC)C1c1cccs1	0%	8%	5.4%	0%	-10%
CCOC(=O)N1CCC2CC1c1cc(-c3cccc(OC)c3)ccc12 (stereo unspecified)	·	·	1.5%	-2%	·
Cc1cccc(/C(N)=N/OC(=O)N2c3ccccc3Sc3ccccc32)c1	-4%	67%	i	15%	?
Cc1cc(NS(=O)(=O)c2ccc(NC(=O)CN3C(=O)c4ccccc4C3=O)cc2)nc(C)n1	-4%	-6%	2.2%	-1%	-14%	inhibitors of VEEV 10K pilot screen=0.2
Cc1cccc(CCNC(=O)C2CCN(S(=O)(=O)c3c(C)noc3C)CC2)c1	-5%	0%	i	-4%	1%

Random excerpt: seven compounds from above
SMILES	Salmonella PhoP GFP	M. tuberculosis	inhibitors of VEEV	influenza NS1A	H37Rv inhibition	others
Cc1cccc(CCNC(=O)C2CCN(S(=O)(=O)c3c(C)noc3C)CC2)c1	-5%	0%	i	-4%	1%
Cc1ccc(C(=O)CSc2nc3cc(S(=O)(=O)N4CCOCC4)ccc3o2)cc1	-22%	61%	0.1%	5%	1%
O=C(CN1CCN(c2ccc(O)cc2)CC1)NC(=O)NCc1ccco1	2%	20%	i	8%	-5%
CC(=O)N1CCN(c2ccc(NC(=S)NC(=O)/C=C/c3ccccc3)cc2)CC1	-1%	-2%	·	·	1%
CCCn1c(=O)c(C(=O)NCc2ccccn2)c(O)c2ccccc21	-4%	49%	7.8%	-3%	-5%
Cc1cccc(/C(N)=N/OC(=O)N2c3ccccc3Sc3ccccc32)c1	-4%	67%	i	15%	?
O=C1c2c(Br)c(Br)c(Br)c(Br)c2C(=O)N1c1ccccn1	-3%	?	i	1%	4%
